GLP1R cytotox = cytotoxicity counter-screen for GLP-1 receptor inverse agonists. HEK293 cAMP-luciferase reporter cells, luminescence, 24 h. Potency, µM (highest dose often 38.3 µM), without a hit: at the top dose activity change, negative = inhibition, most hits filed as inhibitors. 410,000 tested, 0.13% active;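 further: loss of luciferase light is scored as toxicity; on the % scale 0 is the no-effect control and ±100 the full control effect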
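Compound-treated cells are incubated 24 hr at 37 deg C under 5% CO2 after a 12 hour attachment period, then luciferase detection reagent is added and luminescence is measured following 12 min at room temperature; lowered signal indicates toxicity.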
SW480 rerep = DNA re-replication induction in SW480 cells. 340,000 tested, 1.8% active. Potency, µM (titrated, usually from 46.1 µM), inactives show at the highest dose re-replication activation, actives largely listed as activators. SW480 DNA re-replication, Hoechst DNA content imaging, 48 h. AID 624297; further: % of control where 0% means no effect; nearly all actives have a fitted effect of over 55% in size
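First, 250 cells per well were seeded. Next, compound or vehicle (23 nL) was pinned in, plates sat 48 hr at 37 C. Finally Hoechst was added for 40 min before fluorescence scanning.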
GLP1R ag = agonists of human GLP-1 receptor; AID 624172; Potency, µM (highest dose often 45.6 µM), for inactives: top-dose activation, usual class: activators; 380,000 tested, 0.007% active; HEK293 GLP-1R CRE-luciferase, luminescence, 4-6 h; cells express a hypersensitive GLP-1R form; P43220; further: % of control where 0% means no effect
Target sequence (P43220 whole entry, looked up): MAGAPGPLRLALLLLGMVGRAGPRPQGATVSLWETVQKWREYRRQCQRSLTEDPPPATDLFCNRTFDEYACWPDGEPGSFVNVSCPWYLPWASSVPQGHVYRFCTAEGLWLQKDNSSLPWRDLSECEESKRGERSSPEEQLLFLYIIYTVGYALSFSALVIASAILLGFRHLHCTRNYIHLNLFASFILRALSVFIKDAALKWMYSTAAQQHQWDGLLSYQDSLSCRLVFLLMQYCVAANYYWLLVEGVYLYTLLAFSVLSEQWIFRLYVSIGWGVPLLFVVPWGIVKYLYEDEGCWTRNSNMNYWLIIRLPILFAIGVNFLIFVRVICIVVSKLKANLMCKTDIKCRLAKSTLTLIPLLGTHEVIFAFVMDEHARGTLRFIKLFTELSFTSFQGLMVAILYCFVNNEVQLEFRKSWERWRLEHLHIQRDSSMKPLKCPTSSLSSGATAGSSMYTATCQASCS
HT1080 IDH1KD tx = HT-1080 IDH1 knockdown cell toxicity (counter line); HT-1080 IDH1 knockdown viability, ATP luminescence, 48 h; Potency, µM (series often up to 46.1 µM), inactives show at the top dose activity, negative = toxicity, most hits filed as cytotoxic; 360,000 tested, 2% active;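 further: 0% = DMSO wells and -100% = cell-free medium wells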
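In this qHTS, HT-1080 cells depleted of IDH1 are exposed for 48 h at 37 °C to compound titrations. Toxicity is scored from CellTiter-Glo luminescence, with DMSO as full viability and medium alone as none.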
KB-3-1 tox = KB-3-1 parental cell cytotoxicity. AID 1347075. Potency, µM (doses to about 46.1 µM), inactives show top-dose activity change, negative = cytotoxic, usual class: cytotoxic. KB-3-1 viability, CellTiter-Glo ATP luminescence, 72 h. 400,000 tested, 1.4% active; further: on the % scale 0 is the no-effect control and ±100 the full control effect; nearly all actives have a fitted effect of over 60% in size
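Cells are dispensed, compounds pinned in, plates held at 37 °C for 72 h, then CellTiter-Glo is added and luminescence read after 10 minutes. Cell line: parental KB-3-1 in phenol-red-free DMEM, 10% FBS.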
TDP-43 yeast inh = TDP-43 toxicity inhibition in yeast; TDP-43 expressing yeast growth rescue, BacTiter-Glo, 24 h; Potency, µM (titrated, usually from 46.1 µM), inactives show at the highest dose growth rescue (activation), most hits filed as activators; 410,000 tested, 1.8% active; further: % of control where 0% means no effect; nearly all actives have a fitted effect of over 50% in size
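Readout is BacTiter-Glo luminescence of cell growth, so inhibitors register as activators. TDP-43-expressing yeast at OD600=0.02 in galactose medium, after raffinose pregrowth to mid-log, were incubated with compound for 24 hr at 30 deg C.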
HT1080NT lethal = kills 2HG-producing HT-1080-NT fibrosarcoma cells | HT-1080-NT fibrosarcoma viability, CellTiter-Glo ATP luminescence, 48 h | Potency, µM (highest dose often 46.1 µM), for inactives: top-dose activity, negative = less viability, actives largely listed as cytotoxic | 360,000 tested, 1.6% active;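 further: NT is the 2HG producing partner of a matched IDH1 knockdown line; 0% = DMSO-treated cells and -100% = media-only wells without cells; nearly all actives have a fitted effect of over 55% in size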
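A 48-hour cytotoxicity screen used HT-1080-NT cells plated 2 hours before compound delivery. ATP-based CellTiter-Glo luminescence measured viability, normalized to DMSO and no-cell controls.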
GLP-1R inv ag = inverse agonists of human GLP-1 receptor. AID 624417. Potency, µM (series often up to 38.3 µM), for inactives: at the top dose activity change, negative = inhibition, most hits filed as inhibitors. HEK293 GLP-1R CRE-luciferase, luminescence, 24 h; GLP-1R form is constitutively active. 410,000 tested, 1.6% active. P43220; further: on the % scale 0 is the no-effect control and ±100 the full control effect; nearly all actives have a fitted effect of over 55% in size
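GLP-1R inverse agonism mode: basal reporter luminescence in engineered HEK293 cells measured after one day of compound exposure at 37 deg C, with a 12 min room-temperature detection step.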
KB-V1 cytotox = KB-V1 MDR subline cytotoxicity. 400,000 tested, 3.4% active. Potency, µM (series often up to 46.1 µM), without a hit: top-dose activity change, negative = cytotoxicity, most hits filed as cytotoxic. AID 1347076. KB-V1 MDR cells viability, CellTiter-Glo, 72 h; further: on the % scale 0 is the no-effect control and ±100 the full control effect; nearly all actives have a fitted effect of over 60% in size
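Compound-treated KB-V1 multidrug-resistant cells, 72 h, 37 degrees C; viability by CellTiter-Glo. Fitted qHTS curves give the values.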
Numbers without * were called inactive; ? = inconclusive; . = no result given; [ ] = dose if it differs, or a comment. The call rests on the fitted dose curve; in most records, active means well fitted curve in the direction sought with a large enough effect; inconclusive means small, poorly fitted or top-dose-only effect, or another doubt; inactive means no such curve, though single readings can be large; an effect the other way counts as inactive or inconclusive. Potency means the concentration at half of the fitted maximal effect.

SMILES	GLP1R cytotox	SW480 rerep	GLP1R ag	HT1080 IDH1KD tx	KB-3-1 tox	TDP-43 yeast inh	HT1080NT lethal	GLP-1R inv ag	KB-V1 cytotox
Cc1ccc(/C(O)=C2\C(=O)C(=O)N(C)C2c2ccc(Br)cc2)cc1 (stereo not given)	-7%	-3%	-4%	7%	0%	15%	4%	-23%	?
CCOC(=O)C1CCCN(CCC(=O)Nc2ccccc2)C1 (stereo not given)	-5%	-1%	-9%	18%	9%	-5%	5%	6%	-11%
Cc1cnc(C(=O)Nc2ccc(C)c(S(=O)(=O)N3CCCCCC3)c2)cn1	2%	-3%	0%	1%	11%	16µM*	4%	6%	-22%
COc1nc(NCc2ccco2)nc(N2CCC(C)CC2)n1	-6%	-7%	0%	-6%	-8%	?	-8%	?	-1%
CC(C)CCN1C(=O)c2ccc(C(=O)Nc3ccccc3C(=O)O)cc2C1=O	2%	-5%	-1%	6%	-4%	5%	7%	9%	0%
COc1ccc2[nH]c(=O)c(CN(CCc3ccccc3)C(C)=O)cc2c1	4%	-1%	-11%	2%	-6%	-3%	9%[9.24 µM]	0%	9%
Cc1oc(-c2ccccc2F)nc1CS(=O)(=O)CC(=O)NCCCc1ccccc1	0%	-8%	1%	-5%	-6%	19%	-27%	?	-12%
O=C(NCCc1ccccc1)c1cc(=O)c2ccccc2o1	-11%	-4%	15%	13%	-12%	-1%	7%	10%	-3%
CCOc1ccccc1-n1c(=S)sc2c(=O)n(-c3ccc(F)cc3)c(SCC(=O)O)nc21	-7%	-2%	0%	-1%	3%	-5%	-4%	-21%	10%
CCc1cccc(CC)c1NC(=S)NCC(c1cccnc1)N(C)C (stereo not given)	0%	-1%	7%	2%	-5%	0%	-1%	3%	-5%
COc1ccc(Cc2nnc(NCCO)[nH]c2=O)cc1OC	0%	?	9%	4%	14%	-16%	16%	21%	18%
Oc1c(C(c2ccccc2F)N2CCN(Cc3ccccc3)CC2)sc2nc(-c3ccco3)nn12 (stereo not given)	-21%	.	.	.	-5%	1%	.	-16%	0%

In a second layout: 2 of the compounds above
COc1ccc(Cc2nnc(NCCO)[nH]c2=O)cc1OC
- GLP1R cytotox: 0%
- SW480 rerep: ?
- GLP1R ag: 9%
- HT1080 IDH1KD tx: 4%
- KB-3-1 tox: 14%
- TDP-43 yeast inh: -16%
- HT1080NT lethal: 16%
- GLP-1R inv ag: 21%
- KB-V1 cytotox: 18%
CC(C)CCN1C(=O)c2ccc(C(=O)Nc3ccccc3C(=O)O)cc2C1=O
- GLP1R cytotox: 2%
- SW480 rerep: -5%
- GLP1R ag: -1%
- HT1080 IDH1KD tx: 6%
- KB-3-1 tox: -4%
- TDP-43 yeast inh: 5%
- HT1080NT lethal: 7%
- GLP-1R inv ag: 9%
- KB-V1 cytotox: 0%

Structural class, the entries above containing fluorine
SMILES	GLP1R cytotox	SW480 rerep	GLP1R ag	HT1080 IDH1KD tx	KB-3-1 tox	TDP-43 yeast inh	HT1080NT lethal	GLP-1R inv ag	KB-V1 cytotox
Cc1oc(-c2ccccc2F)nc1CS(=O)(=O)CC(=O)NCCCc1ccccc1	0%	-8%	1%	-5%	-6%	19%	-27%	?	-12%
CCOc1ccccc1-n1c(=S)sc2c(=O)n(-c3ccc(F)cc3)c(SCC(=O)O)nc21	-7%	-2%	0%	-1%	3%	-5%	-4%	-21%	10%
Oc1c(C(c2ccccc2F)N2CCN(Cc3ccccc3)CC2)sc2nc(-c3ccco3)nn12 (stereo not given)	-21%	.	.	.	-5%	1%	.	-16%	0%

Going on with the list.
SMILES	GLP1R cytotox	SW480 rerep	GLP1R ag	HT1080 IDH1KD tx	KB-3-1 tox	TDP-43 yeast inh	HT1080NT lethal	GLP-1R inv ag	KB-V1 cytotox
CCN1CCN(c2ccc(S(=O)(=O)N3CCCCC3)cc2NC(=O)c2cccc(C)c2[N+](=O)[O-])CC1	-12%	-485%[inhibitor]	25%	-7%	2%	-13%	-17%	?	5%
COc1ccc(N2C(=O)C3C4C=CC(C5CC45)C3C2=O)c([N+](=O)[O-])c1 (stereo not given)	-4%	-2%	-6%	5%	-5%	19%	9%	?	-17%
OC(c1cccs1)(c1cccs1)C1C[N+]2(CF)CCC1CC2 (stereo not given)	14%	-13%	15%	-2%	-9%	-14%	8%	-1%	8%
CCOC(=O)C1=C(O)CSC1=Nc1cccc(Cl)c1	1%	0%	7%	14%	25%	21%	23%	2%	6%
NS(=O)(=O)c1cccc(NC(=O)CC(NC(=O)c2ccccc2Cl)c2ccccc2)c1 (stereo not given)	0%	.	3%	9%	2%	-2%	-1%	-24%	17%
CCNC(=S)NNC(=O)c1csc2c1CCC(C)C2 (stereo not given)	?	?	-10%	17%	0%	5%	0%	2%	?
C[C@H](CO)N1C[C@H](C)[C@@H](CN(C)S(=O)(=O)c2ccc(F)cc2)Oc2ccc(NC(=O)Nc3ccc(C(F)(F)F)cc3)cc2C1=O	-27%	-1%	-4%	?	?	5%	?	?	-13%
CN1C(=O)C(CC(=O)NCC2CCCCC2)SC1=Nc1ccccc1 (stereo not given)	17%	?	-3%	-4%	-7%	15%	-2%	-12%	-23%
COc1ccc(N=C2SCC(c3ccc(C)cc3)=NN2CCO)cc1	-10%	-52%[inhibitor]	7%	?	-3%	23%	-24%	?	-17%
CCOC(=O)c1cc(-c2ccccc2)n(CCCC(=O)Nc2cccc(C)c2C)c1C	-25%	.	.	.	-7%	1%	.	2%	4%
O=C(NCc1ccco1)C1CCN(S(=O)(=O)c2ccccc2C(F)(F)F)CC1	12%	-33%	2%	4%	0%	5%	5%	12%	?
Cc1cccc(N=C2NC(=O)/C(=C/C=C/c3ccco3)S2)c1C	?	-1%	3%	?	-10%	8%	-20%	-26%	?
Cc1cc2nc(-c3ccc(F)cc3)c(CC(C)(C)C)n2c(C)c1Br	4%	.	-1%	?	-10%	17%	?	?	-17%
CSc1ccc(/C=N/Nc2nc(C)cc(C)n2)cc1	7%	-4%	6%	10%	11%	28%	?	2%	?
CCN1C(=O)CC(C(=O)NCCc2ccc(S(N)(=O)=O)cc2)SC1=Nc1ccc(OC)cc1 (stereo not given)	0%	?	11%	2%	24%	-1%	2%	6%	31%
O=C(CSc1ncn[nH]1)N/N=C/c1ccc(C(F)(F)F)cc1	2%	-3%	2%	1%	8%	3%	4%	1%	?
CCOc1cc(C2/C(=C(/O)c3ccc(S(=O)(=O)N4CCCCC4)cc3)C(=O)C(=O)N2CCOC)ccc1O (stereo not given)	3%	-13%	1%	12%	17%	-8%	?	1%	?
COc1cc(C(=O)Nc2ccc(S(=O)(=O)N3CCCCC3C)cc2)cc(OC)c1OC (stereo not given)	-9%	0%	-11%	?	?	0%	-26%	-5%	?
COc1ccc(S(=O)(=O)NC(=O)C2(C)CCN2C(=O)c2ccc(C(F)(F)F)nc2C)cc1 (stereo not given)	0%	.	6%	24%	0%	0%	-2%	14%	4%
CCN(CC)S(=O)(=O)c1ccc2c(c1)N(CC(=O)NCCc1ccc(OC)c(OC)c1)C(=O)CO2	-10%	.	.	.	2%	-6%	.	14%	6%
COc1cc2c(cc1OC)CN(C(=O)NS(=O)(=O)c1ccc(C)cc1)CC2	15%	0%	-1%	-3%	-2%	15%	-2%	6%	-19%
Cc1ccc(S(=O)(=O)N2CCOCC2)cc1NC(=O)C1=NN(c2ccccc2)C(=O)CC1	2%	-8%	-3%	13%	0%	11%	?	15%	13%
CSc1ccccc1C(=O)Nc1ccccc1C	-5%	-3%	4%	9%	6%	-4%	15%	20%	2%
CCOc1ccc2c(c1)c(=O)c(C(=O)c1ccc(CC)cc1)cn2CC(=O)Nc1ccccc1C	3%	.	0%	.	-6%	20%	.	13%	0%
COC(=O)Cn1c(=O)c(C)nc2ccccc21	-13%	-7%	-1%	1%	16%	4%	5%	3%	?
Cc1ccc(Cl)cc1NC(=O)Cn1c(=O)oc2cc(S(=O)(=O)N3CCCCCC3)ccc21	1%	.	.	.	-4%	-2%	.	6%	-28%
COc1ccc(C2CC(c3ccccc3)=NN2C(=O)COC(=O)c2ccc(S(C)(=O)=O)cc2)cc1 (stereo not given)	4%	1%	-2%	-2%	24%	17%	-3%	-38%	?
O=C(NC(Cc1c[nH]c2ccccc12)C(=O)O)/C(=C/c1ccc(F)cc1)NC(=O)c1ccccc1 (stereo not given)	-6%	-6%	-1%	-2%	7%	10%	-8%	-4%	0%
COc1ccc(C2=C(Nc3ccc(F)cc3)c3ccccc3C2=O)cc1	-16%	-2%	-3%	-20%	3%	16%	-13%	12%	0%
COCCN(C(=S)Nc1c(C)cccc1C)C(C)c1cccs1 (stereo not given)	2%	-30%	7%	0%	-8%	?	10%	-10%	?
O=C(O)COc1c(-c2ccccc2)oc2ccccc2c1=O	-5%	0%	3%	-6%	-6%	-8%	8%[9.24 µM]	-29%	-7%
CC1(C)CC(=O)C(CC(=O)Nc2ccc(S(N)(=O)=O)cc2)=C(O)C1	16%	-3%	9%	-2%	11%	-25%	-7%	0%	7%
CN(C)c1cccc(C(=O)OCC(=O)Nc2ccccc2-c2ccccc2)c1	11%	-2%	13%	4%	4%	0%	5%	3%	-2%

Compound activity as filed in PubChem BioAssay.
